Screens from PubChem BioAssay.
hIAP block: human IAP inhibitors, primary screen, biochemical, luminescence, uHTS; Intestinal-type alkaline phosphatase (Homo sapiens), P09923; AID 2544, 2010; purified IAP, CDP-Star luminescence, 30 min; inhibition, % at 10 µM; hit rate 0.12% among 330,000;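 active = inhibition reaching a set limit with compound at 10 µM in the primary screen, cut at about 35% in these data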;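 also: plate controls were DMSO wells with enzyme for no effect and no-enzyme buffer wells for full effect; values of inactives mirror those of a sister screen read the other way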
Target sequence (P09923 whole entry, looked up): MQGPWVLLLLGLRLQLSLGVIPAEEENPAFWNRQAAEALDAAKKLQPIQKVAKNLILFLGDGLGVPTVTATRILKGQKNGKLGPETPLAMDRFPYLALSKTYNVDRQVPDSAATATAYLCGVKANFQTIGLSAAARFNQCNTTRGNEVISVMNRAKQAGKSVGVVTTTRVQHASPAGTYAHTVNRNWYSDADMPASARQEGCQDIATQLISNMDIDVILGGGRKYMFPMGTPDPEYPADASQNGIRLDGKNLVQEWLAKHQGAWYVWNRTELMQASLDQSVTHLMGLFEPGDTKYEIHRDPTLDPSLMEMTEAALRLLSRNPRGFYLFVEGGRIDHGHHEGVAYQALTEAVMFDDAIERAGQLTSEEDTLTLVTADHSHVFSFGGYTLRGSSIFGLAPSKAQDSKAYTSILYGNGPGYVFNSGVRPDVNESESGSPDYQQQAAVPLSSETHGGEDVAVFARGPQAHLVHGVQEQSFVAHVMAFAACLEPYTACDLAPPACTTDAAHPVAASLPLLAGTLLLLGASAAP
SENP1 inh: human SENP1 catalytic domain inhibitors, primary screen, biochemical, FRET, uHTS. Sentrin-specific protease 1 (Homo sapiens), Q9P0U3. inhibition, % at 10 µM. hit rate 0.21% among 360,000. AID 624204, 2012. recombinant SENP1 catalytic domain, CyPet-SUMO1-YPet FRET cleavage;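 active = inhibition at least 30% at 10 µM, raw YFP signal under a set limit, fluorescence ratio 0.5 to 1.5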;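 also: 0% = enzyme with DMSO and 100% = no enzyme wells; some results filed as inactive read as strong as hits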
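material = recombinant human SENP1 catalytic domain, His6-tagged | quantity = 20 pM enzyme | reagent = 25 nM SUMO1 FRET substrate | compound dosing = 10 µM single point, 0.5% DMSO | timing = 50 min enzyme reaction, room temperature, light-protected | detection = FRET, CFP and YFP emission | control set = no-enzyme low, enzyme-DMSO high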
mIAP act: activators of mouse IAP, primary screen, biochemical, luminescence, uHTS. muIAP, CDP-Star luminescence, 30 min; stronger effect = higher value; 1 = vehicle-only enzyme signal, 0 = enzyme-free wells. hit rate 0.24% among 330,000. AID 2805, 2010. activation factor at 10 µM;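 active = activation factor of at least 2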; also: the source names both 10 and 20 µM as test concentration; values of inactives mirror those of a sister screen read the other way
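System: mouse IAP enzyme. Reagent: CDP-Star chemiluminescent phosphatase substrate. Benchmarks: DMSO wells, no-enzyme wells. Times: 30 min enzyme-substrate-compound incubation at room temperature. Detection: luminescence from enzymatic CDP-Star hydrolysis. Doses: test compounds delivered from DMSO solution.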
APOBEC3G inh: APOBEC3G DNA deaminase inhibitors, primary screen, biochemical, fluorescence, single-stranded DNA substrate, uHTS; DNA dC->dU-editing enzyme APOBEC-3G (Homo sapiens), Q9HC16; recombinant A3G, ssDNA deamination FAM/TAMRA fluorescence; inhibition, % at 20 µM; hit rate 0.28% among 330,000;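 active = inhibition of at least 40% at 20 µM, with no more than 30% in the related APOBEC3A deaminase screen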;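 also: plate controls were DMSO wells with A3G for no effect and wells lacking A3G enzyme for full effect; some compounds called inactive have numbers as strong as hits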
Target sequence (Q9HC16 whole entry, looked up): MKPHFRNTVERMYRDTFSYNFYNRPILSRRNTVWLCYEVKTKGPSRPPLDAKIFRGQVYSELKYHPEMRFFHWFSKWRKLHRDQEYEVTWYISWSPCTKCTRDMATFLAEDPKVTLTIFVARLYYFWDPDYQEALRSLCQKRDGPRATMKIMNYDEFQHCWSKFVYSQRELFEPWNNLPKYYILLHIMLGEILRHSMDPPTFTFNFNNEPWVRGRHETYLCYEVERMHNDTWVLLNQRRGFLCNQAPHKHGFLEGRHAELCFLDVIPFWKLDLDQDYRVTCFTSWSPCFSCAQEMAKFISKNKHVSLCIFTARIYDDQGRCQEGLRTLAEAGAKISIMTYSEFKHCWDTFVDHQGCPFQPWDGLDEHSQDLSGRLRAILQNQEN
APOBEC3A inh: APOBEC3A ssDNA deaminase inhibitors, primary screen, selectivity assay for APOBEC3G inhibitor project, biochemical, FAM/TAMRA oligo cleavage fluorescence; DNA dC->dU-editing enzyme APOBEC-3A (Homo sapiens), P31941; recombinant A3A, FAM/TAMRA ssDNA deamination fluorescence; inhibition, % at 20 µM; hit rate 0.41% among 330,000;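 active = at least 40% inhibition at 20 µM here, with at most 30% in a related deaminase screen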;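 also: plate controls were A3A with DMSO for no effect and wells lacking A3A enzyme for full effect; some results filed as inactive read as strong as hits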
Target sequence (P31941 whole entry, looked up): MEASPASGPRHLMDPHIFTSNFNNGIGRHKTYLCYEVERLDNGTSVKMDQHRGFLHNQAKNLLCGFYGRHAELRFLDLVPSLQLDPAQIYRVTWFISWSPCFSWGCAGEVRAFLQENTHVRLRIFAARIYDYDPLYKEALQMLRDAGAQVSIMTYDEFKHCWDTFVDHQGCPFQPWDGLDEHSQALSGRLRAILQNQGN
beta cell repl: inducers of MIN6 beta-cell proliferation, primary screen, ATP luminescence, uHTS | MIN6 cells proliferation, ATPlite luminescence, 48 h; cells starved in 0.2% serum; 100% = growth in 10% serum | proliferation, % at 10 µM | hit rate 0.29% among 330,000 | AID 2380, 2010;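 active = compounds whose signal lies at least 3.5 SD above the mean of all wells on their plate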;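 also: 0% = DMSO-treated cells in low-serum medium and 100% = 10% serum control; some compounds called inactive have numbers as strong as hits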
mIAP block: inhibitors of mouse IAP, primary screen, biochemical, luminescence, uHTS | intestinal alkaline phosphatase [Mus musculus] | inhibition, % at 10 µM | purified mouse IAP, CDP-Star luminescence, 30 min | AID 2806, 2010 | hit rate 0.2% among 330,000;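 active = inhibition of at least 40% at 10 µM in the primary screen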;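 also: plate controls were DMSO with enzyme for no effect and no enzyme wells for full effect; values of inactives mirror those of a sister screen read the other way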
NALP3 yeast inh: NALP3 inflammasome inhibitors in reconstituted yeast, primary screen, luminescence, uHTS | Yeast reconstituted NLRP3/ASC/caspase-1, beta-gal luminescence, 24 h | inhibition, % at 10 µM | hit rate 0.39% among 330,000;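 active = inhibition of 50% or more; inactive = inhibition below 50%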;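 also: plate controls were induced DMSO wells for no effect and uninduced yeast grown without galactose for full effect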
hIAP act: human IAP activators, primary screen, biochemical, luminescence, uHTS. Intestinal-type alkaline phosphatase (Homo sapiens), P09923. purified human IAP, CDP-Star luminescence, 30 min; stronger effect = higher value; 1 = vehicle-only enzyme, 0 = enzyme-free background. activation factor at 10 µM. hit rate 0.16% among 330,000;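 active = activation factor of the enzyme at least 2-fold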; also: the source names both 10 and 20 µM as test concentration; values of inactives mirror those of a sister screen read the other way
* hit, by the source's call; . = not tested or not shown. Not all compounds are listed (hit frequency here may not be typical).

SMILES	hIAP block	SENP1 inh	mIAP act	APOBEC3G inh	APOBEC3A inh	beta cell repl	mIAP block	NALP3 yeast inh	hIAP act
O=[N+]([O-])c1ccc(N2CCN(c3ccccn3)CC2)c(Cl)c1	16	-4	0.81	-9	-2	0	19	30	0.84
CCc1ccccc1NC(=O)CNC(=O)c1ccc(OCc2cn3ccccc3n2)cc1	-22	-2	1.1	-3	1	-4	-6	13	1.2
CCN1CCN(CCCNC(=O)CCC(=O)N2CC(C)Oc3ccc(C)cc32)CC1 (stereo not given)	6	3	0.89	0	1	1	12	-12	0.94
Fc1cccc(/C=N/Nc2nccnc2Cl)c1	4	-1	1	-9	-1	-2	-1	23	0.96
CSc1ccc(C(=O)c2[nH]c(=O)[nH]c2C)cc1	-7	1	0.87	4	2	-4	13	7	1.1
COc1ccc(/C=N/Nc2nc(Nc3ccccc3)nc(N3CCCC3)n2)cc1	-3	2	0.92	-4	0	1	8	12	1
Nc1nc(N)n(-c2ccccc2)c(=Nc2ccccc2)n1	-7	-2	1	-1	4	0	-3	2	1.1
O=C(NC1CCCC1)C(c1ccncc1)N(C(=O)c1csnn1)c1ccccc1 (stereo not given)	-11	2	0.96	-6	-2	0	4	13	1.1
CCn1c(SCC(=O)N/N=C/C=C/c2ccccc2[N+](=O)[O-])nnc1-c1ccc(Cl)cc1	13	.	0.86	-5	0	-1	14	23	0.87
Cc1cccc(NS(=O)(=O)c2c(C(=O)N3CCCC3)c(C)n(C)c2C)c1	-2	1	0.99	-5	-3	-2	1	-1	1
N#Cc1ccsc1NC(=O)CN1CCOCC1	-6	-5	1.1	-2	1	-2	-12	6	1.1
COc1ccccc1N(CN1C(=O)c2ccccc2C1=O)C(=O)c1cccc(C)c1	-5	1	1	-7	-3	1	-2	7	1.1
COc1ccccc1C(=O)NCCC(=O)NNC(=O)Cn1ccc(C(F)(F)F)n1	-77	3	1	-11	-3	0	-3	15	1.8
CCOC(=O)C1(CCc2ccccc2)CCN(Cc2ccccn2)CC1	4	1	0.94	-4	-1	0	6	17	0.96
CC1CN(c2nc3ccccc3nc2NS(=O)(=O)c2ccccc2)CC(C)O1 (stereo not given)	5	-9	0.94	-3	-3	1	6	12	0.95
Cn1c(=O)c(NC(=O)c2ccccc2)c2n(c1=S)CCCCC2	-5	4	1.1	1	3	-4	-5	12	1.1
Cc1ccc(C(=O)NCC(=O)OCC(=O)Nc2ncc(C(F)(F)F)cc2Cl)cc1	1	-4	0.9	-4	-2	0	10	18	0.99
C/C=C/CSc1nc2c(c(=O)[nH]c(=O)n2C)n1C(C)C	-7	0	1.1	3	6	-1	-8	15	1.1
COc1cc(NC(=O)CSc2ncnc3c2cnn3Cc2ccccc2)cc(OC)c1	-9	1	0.95	-4	4	-5	5	12	1.1
Cc1cc(C)nc(NC(=O)CN2C(=O)c3ccccc3S2(=O)=O)n1	-16	-1	0.98	-2	-1	-3	2	-2	1.2
O=C(Cc1ccsc1)Nc1ccccc1F	0	-1	0.96	-4	1	-2	4	21	1
CCC(C)N(C(=O)CSc1ncnc2sccc12)C1CCS(=O)(=O)C1 (stereo not given)	6	-14	1	-9	-4	14*	-2	2	0.94
Cc1cc(C)c(S(=O)(=O)NCCn2ccc3ccccc32)c(C)c1	-3	-2	1.1	-3	-2	-3	-11	2	1
Cn1c(CNC(=O)c2cccs2)n[nH]c1=S	9	0	0.94	-6	-4	-2	6	15	0.91
COC(=O)C1=CO[C@@H](C)[C@H]2CN3CCc4c([nH]c5ccccc45)[C@@H]3C[C@H]12	18	14	0.96	-12	-13	0	4	46	0.82

Reprinted from the listing for reference:
SMILES	hIAP block	SENP1 inh	mIAP act	APOBEC3G inh	APOBEC3A inh	beta cell repl	mIAP block	NALP3 yeast inh	hIAP act
C/C=C/CSc1nc2c(c(=O)[nH]c(=O)n2C)n1C(C)C	-7	0	1.1	3	6	-1	-8	15	1.1
COc1cc(NC(=O)CSc2ncnc3c2cnn3Cc2ccccc2)cc(OC)c1	-9	1	0.95	-4	4	-5	5	12	1.1

Continued.
SMILES	hIAP block	SENP1 inh	mIAP act	APOBEC3G inh	APOBEC3A inh	beta cell repl	mIAP block	NALP3 yeast inh	hIAP act
Nc1nc(-c2ccc3c(c2)NC(=O)CO3)cs1	-13	4	0.95	-8	-7	-1	5	20	1.1
CCCc1nc(N)c(C#N)c(-c2cccnc2)c1CC	-8	-1	0.95	-2	-2	0	5	4	1.1
O=C(Nc1ccc(S(=O)(=O)N2CCCCC2)cc1)c1ccncc1	14	0	0.9	-5	-1	-1	10	13	0.86
Cc1ccc(N2C(=O)C(CN(C)C)C2c2ccccc2)cc1 (stereo not given)	7	-1	1	-4	23	0	-1	12	0.93
CS(=O)(=O)N(CC(=O)N1CCc2ccccc2C1)Cc1ccc(F)cc1	5	-1	0.91	-4	-5	0	9	7	0.95
Cc1ccc(-n2nc(C)c3c(C)cc(=O)[nH]c32)cc1	17	1	0.99	-7	-3	-2	1	5	0.83
CNC(=O)CC1C(=O)N(c2ccc(OC)cc2)C(=S)N1NC(=O)c1cccc(F)c1 (stereo not given)	5	3	1	3	2	-2	0	15	0.95
COc1ccc(S(=O)(=O)N2CCCC2CNC(=O)C(=O)NCc2ccccc2Cl)cc1 (stereo not given)	-1	0	1	-11	-2	5	-1	4	1
CCOC(=O)c1c(C)n(OC)c2ccc3c(no[n+]3[O-])c12	-1	3	1.1	7	1	-3	-11	32	1
CC(=O)N1c2ccc(S(=O)(=O)N3CCCCC3)cc2CC1C(=O)NCc1ccc(N(C)C)cc1 (stereo not given)	-14	-2	1.1	2	-1	-2	-7	24	1.1
O=C1NC(=S)N/C1=C/c1cccnc1	-7	0	1	0	7	4	-2	1	1.1
C#CCOCCOCCOCCNc1nc(N2CCOCC2)nc(N2CCN(C(=O)[C@H](CCCCN)n3cc([C@@H](N)C(C)CC)nn3)CC2)n1 (stereo not given in full)	-14	-1	1.1	-7	-6	-2	-6	2	1.1
COC(=O)N/N=C/c1c(C)c(C(=O)c2ccc(F)cc2)n2ccccc12	15	10	0.86	0	-1	0	14	33	0.85
CCCCN1/C(=C/c2cccc[n+]2C)Sc2cc(NC(C)=O)ccc21	-4	1	1	32	80	0	-4	10	1
CCc1nnc(NC(=O)CSc2ncc(-c3ccccc3)n2CC)s1	-6	1	0.94	-3	-4	-2	6	9	1.1
COc1ccc(C(=O)/C=C2/c3ccccc3CC(C)(C)N2C)cc1	13	2	0.92	-8	-4	-4	8	13	0.87
COc1cc(C)ccc1OCCCOc1c(Cl)cccc1Cl	12	0	1.1	-5	-2	-5	-14	8	0.88
CCN(CC)S(=O)(=O)c1cccc(-c2nnc(SCC(=O)N3CCC(C(=O)O)CC3)n2N)c1	-6	3	1	-6	2	0	-2	-4	1.1
O=C(Cn1c2c(c(-c3ccccc3)cc1=O)CCCC2)N1CCCCCC1	20	2	0.96	-1	-3	-1	4	11	0.81
COc1ccc(OC)c(CCNC(=O)CCc2cn(C)c3ccccc23)c1	17	0	0.95	-9	-5	-1	5	0	0.83
Cc1ccc(S(=O)(=O)CC(C)(O)CS(=O)(=O)c2ccc(C)cc2)cc1	-2	1	0.88	-3	-4	-2	12	-2	1
COc1ccc(C(=O)N2CCCC(Nc3ccc(C)c(C)c3)C2)cc1F (stereo not given)	-1	-3	0.92	-5	-4	0	8	13	1
COc1ccc(C2Nc3ccccc3C(=O)N2NS(=O)(=O)c2ccccc2)cc1OC (stereo not given)	5	-3	0.96	-6	-5	-2	4	-1	0.95
COc1ccc(C(C(=O)NC(C)(C)C)N(C(=O)CCC(=O)Nc2cc(C)on2)c2ccc(C)c(C)c2)cc1 (stereo not given)	-1	3	1	-4	0	0	0	8	1
CN(C)CCOC(=O)C12CC3CC(C1)CC(C(=O)OCCN(C)C)(C3)C2	-13	1	0.96	-3	0	0	4	10	1.1

Further records:
SMILES	hIAP block	SENP1 inh	mIAP act	APOBEC3G inh	APOBEC3A inh	beta cell repl	mIAP block	NALP3 yeast inh	hIAP act
COCCNC(=O)CCn1nc(-c2ccc(C)cc2)ccc1=O	11	2	0.95	-5	-3	-1	5	3	0.89
COc1ccccc1C1NC(=O)c2ccccc2O1 (stereo not given)	10	3	1.2	-4	-8	-1	-18	-2	0.9
O=C1[C@H]2[C@@H](c3ccc(F)cc3)N3C(=O)N(c4cccc(Cl)c4)C(=O)[C@@]3(Cc3ccccc3)[C@H]2C(=O)N1C1CCCCC1	7	1	1	17	2	-6	-1	18	0.93
Clc1ccc(C2=Nn3c(nnc3-c3n[nH]c4c3CCC4)SC2)cc1	-18	1	1	-7	-4	-3	-2	15	1.2
CC(=O)c1cccc(NC(=O)CSc2nnc(C(C)N(C)C)n2-c2ccc(F)cc2)c1 (stereo not given)	2	4	0.96	-9	-4	0	4	13	0.98
CCN(CC)CCn1c2c(c(SCC(=O)Nc3cccc4ccccc34)nc1=O)CCC2	-21	0	1	-2	-3	1	-3	7	1.2

By substructure, those above with an aryl thioether with sulfur outside any ring.
SMILES	hIAP block	SENP1 inh	mIAP act	APOBEC3G inh	APOBEC3A inh	beta cell repl	mIAP block	NALP3 yeast inh	hIAP act
CSc1ccc(C(=O)c2[nH]c(=O)[nH]c2C)cc1	-7	1	0.87	4	2	-4	13	7	1.1
CCn1c(SCC(=O)N/N=C/C=C/c2ccccc2[N+](=O)[O-])nnc1-c1ccc(Cl)cc1	13	.	0.86	-5	0	-1	14	23	0.87
C/C=C/CSc1nc2c(c(=O)[nH]c(=O)n2C)n1C(C)C	-7	0	1.1	3	6	-1	-8	15	1.1
COc1cc(NC(=O)CSc2ncnc3c2cnn3Cc2ccccc2)cc(OC)c1	-9	1	0.95	-4	4	-5	5	12	1.1
CCC(C)N(C(=O)CSc1ncnc2sccc12)C1CCS(=O)(=O)C1 (stereo not given)	6	-14	1	-9	-4	14*	-2	2	0.94
CCc1nnc(NC(=O)CSc2ncc(-c3ccccc3)n2CC)s1	-6	1	0.94	-3	-4	-2	6	9	1.1
CCN(CC)S(=O)(=O)c1cccc(-c2nnc(SCC(=O)N3CCC(C(=O)O)CC3)n2N)c1	-6	3	1	-6	2	0	-2	-4	1.1
CC(=O)c1cccc(NC(=O)CSc2nnc(C(C)N(C)C)n2-c2ccc(F)cc2)c1 (stereo not given)	2	4	0.96	-9	-4	0	4	13	0.98
CCN(CC)CCn1c2c(c(SCC(=O)Nc3cccc4ccccc34)nc1=O)CCC2	-21	0	1	-2	-3	1	-3	7	1.2
